High-throughput results (PubChem)
APJ ag – activates the human apelin receptor APJ. CHO-K1 APJ PathHunter beta-arrestin, luminescence; 0% DMSO wells, 100% apelin. activation, % at 20 µM. hit rate 0.11% among 330,000;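 active = activation more than six SD over the plate average, tested at 20 µM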;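 note: 0% = DMSO alone and 100% = apelin-13 at 10 nM; some results filed as inactive read as strong as hits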
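assay system = CHO-K1 APJ beta-arrestin complementation cell line | input = cell density 1000 per well | dosing = compound 20 µM once, DMSO 1% | timing = compound 90 min 25 °C, reagent 1 h | measured by = luminescence from split beta-galactosidase complementation, Galacton Star/Emerald II substrate | read-out basis = APJ agonist activity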
CCR6 antag – antagonists of human CCR6 receptor | P51684 | CHO-K1 CCR6 PathHunter beta-arrestin, luminescence, CCL20-stimulated | inhibition, % at 20 µM | hit rate 0.49% among 340,000;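 active = compounds whose inhibition of the agonist-driven luminescence signal at 20 µM reaches about 50%, limit read from the data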;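 note: cells stimulated with CCL20 at 14 nM final; plate controls were DMSO with CCL20 for no effect and DMSO without agonist for full effect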
Target sequence (P51684 whole entry, looked up): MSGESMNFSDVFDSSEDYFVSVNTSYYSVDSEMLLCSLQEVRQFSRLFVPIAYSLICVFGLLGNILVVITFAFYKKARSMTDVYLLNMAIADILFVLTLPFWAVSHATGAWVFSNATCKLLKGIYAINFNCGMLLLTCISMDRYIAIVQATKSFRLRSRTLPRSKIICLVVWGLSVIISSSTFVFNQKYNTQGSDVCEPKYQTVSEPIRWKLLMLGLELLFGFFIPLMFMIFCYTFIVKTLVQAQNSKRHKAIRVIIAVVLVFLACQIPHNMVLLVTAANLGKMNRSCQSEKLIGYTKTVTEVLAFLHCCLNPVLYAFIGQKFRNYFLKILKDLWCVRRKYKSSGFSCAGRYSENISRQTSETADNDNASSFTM
Mdm2 MdmX PPI – human Mdm2/MdmX binding inhibition. inhibition, % at 8 µM. SaOS-2 split-luciferase Mdm2/MdmX complementation, luminescence. hit rate 3% among 330,000. O15151+Q00987;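 active = inhibition of at least 50% at 8 µM in the primary screen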
APJ antag – blocks the human apelin receptor APJ; P35414; CHO-K1 APJ beta-arrestin complementation, luminescence; inhibition, % at 20 µM; hit rate 0.32% among 330,000; AID 2521;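 active = inhibition above about 40% at 20 µM, limit read from the data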;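 note: cells challenged with 10 nM apelin-13 agonist together with compound; plate controls were apelin-13 plus DMSO wells for no effect and DMSO wells lacking apelin-13 for full effect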
EBI2 antag – blocks human EBI2 receptor beta-arrestin signaling | P32249 | EBI2 beta-arrestin recruitment, luminescence, 7a,25-OHC stimulated | inhibition, % at 5 µM | hit rate 0.81% among 360,000 | AID 651636; in the data active = inhibition above about 38%;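 note: enzyme fragment complementation signal reports receptor beta-arrestin coupling in cells; 0% = agonist plus DMSO wells and 100% = wells without agonist; some results beyond the cut were filed as inactive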
Target sequence (P32249 whole entry, looked up, the tested form may be a part): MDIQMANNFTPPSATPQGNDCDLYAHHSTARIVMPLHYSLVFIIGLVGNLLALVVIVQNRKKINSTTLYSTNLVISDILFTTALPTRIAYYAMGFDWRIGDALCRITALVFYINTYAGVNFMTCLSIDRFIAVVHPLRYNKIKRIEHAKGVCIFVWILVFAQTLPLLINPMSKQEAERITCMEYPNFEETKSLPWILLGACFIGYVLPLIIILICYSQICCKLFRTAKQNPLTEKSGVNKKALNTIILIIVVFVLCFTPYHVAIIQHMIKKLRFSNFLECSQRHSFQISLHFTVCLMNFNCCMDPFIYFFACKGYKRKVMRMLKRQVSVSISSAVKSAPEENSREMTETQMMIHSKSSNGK
UPR CHOP act – apoptotic UPR (CHOP) activation | CHO-CHOP luciferase reporter, luminescence; percent of tunicamycin response over DMSO baseline | activation, % at 10 µM | hit rate 0.34% among 330,000 | AID 449763;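 active = at 10 µM dose, activation of 40% or more, normalized to positive control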;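 note: 100% = tunicamycin at 10 µg/mL and 0% = DMSO alone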
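assay system = CHO CHOP reporter cells | amount = 500 CHO-CHOP cells per well | buffer or medium = F12 with 10% FBS | incubation = 16-18 h cell attachment, then 6 h compound exposure, 37 °C | detection = luminescence read with Steady-Glo | read-out = percent activation relative to tunicamycin control | controls = tunicamycin high control, DMSO low control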
tim23-1 inh – inhibits growth of tim23-1 mutant yeast; S. cerevisiae tim23-1 growth, BacTiter-Glo luminescence, 24 h; inhibition, % at 20 µM; hit rate 1.3% among 330,000; AID 463212;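 active = growth inhibition of the mutant yeast at or above 50%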;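 note: temperature-sensitive mutant grown at 25 °C; plate controls were DMSO-treated mutant yeast for no effect and medium wells lacking yeast for full effect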
XBP1 UPR activ – activators of adaptive arm of unfolded protein response (XBP1) | CHO-XBP1 luciferase reporter, IRE1-XBP1 UPR activation, luminescence; percent of tunicamycin response, DMSO as zero | activation, % at 20 µM | hit rate 0.33% among 330,000 | AID 463104;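 active = versus positive control, 20 µM dose yields 30% or more activation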;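 note: 100% = tunicamycin at 10 µg/mL and 0% = DMSO only wells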
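Material: CHO-XBP1 cells stably carrying IRE1-XBP1-driven luciferase reporter | Medium: F12 with 10% serum | Compound dosing: 20 µM single concentration, DMSO 1% | Incubation: Overnight seeding at 37 °C, 6 h compound treatment at 37 °C | Detection: Steady-Glo luminescence read | Read-out basis: % activation of reporter signal versus tunicamycin and DMSO controls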
CXCR6 block – CXCR6 (human) receptor inhibition; hit rate 0.36% among 360,000; AID 602244; CHO-K1 PathHunter CXCR6 beta-arrestin, luminescence; inhibition, % at 20 µM; O00574; in the data active = inhibition above about 34%, passing the limit was not always enough;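 note: antagonist mode with CXCL16 agonist at 10 nM final; 0% = 10 nM CXCL16 with DMSO and 100% = unstimulated wells without agonist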
Starred values were filed as active, the others as inactive. A portion of the library, so the mix of outcomes need not match the whole.

SMILES	APJ ag	CCR6 antag	Mdm2 MdmX PPI	APJ antag	EBI2 antag	UPR CHOP act	tim23-1 inh	XBP1 UPR activ	CXCR6 block
CCn1c(=O)n(CC)c2cc(S(=O)(=O)Nc3cc(C)cc(C)c3C#N)ccc21	-1	6	-8	16	0	1.3	32	-3	-13
CCOC(=O)Nc1ccc2c(COC(=O)CNS(=O)(=O)c3ccc(NC(C)=O)cc3)cc(=O)oc2c1	0	-7	23	-1	1	2.8	-15	6	-1
O=P(O)(c1ccc(Cl)cc1)c1ccc(Cl)cc1	-1	7	10	7	3	-0.5	-3	-3	-6
COc1ccc(-n2c(SCC(N)=O)nnc2-c2ccc(NS(=O)(=O)c3ccc(C)cc3)cc2)cc1	-4	-4	4	-12	0	-2.8	-5	-1	3
NC(=O)c1cc(C(N)=O)nc(Cl)n1	1	-6	-18	13	-10	0.1	5	-7	-6
COc1cc(C(=O)Nc2nnc(C)s2)c([N+](=O)[O-])cc1OC	-1	4	21	8	-7	1.5	7	-3	4
CCOC(=O)C1=C(C)Nc2nc(=S)[nH]n2C1c1ccc(Cl)cc1 (stereo unspecified)	3	4	-22	-10	-11	-1.4	44	1	-6
CC(C)Oc1ccc(CNC(=O)C2CCN(C(=O)N3CCOc4ccccc43)CC2)cc1	-4	5	16	-7	9	0.8	6	-2	6
O=C(CCC(=O)N(CC(=O)NC1CCCCC1)c1ccc(F)cc1)Nc1nccs1	-5	0	6	2	5	0.7	4	1	5
CC(=O)c1c(C(C)=O)c(C)n(-c2nc(-c3ccccc3)c(C)s2)c1C	-2	4	17	8	4	-0.7	21	-1	4
O=C(CCl)NNc1nc(-c2ccccc2)c2cc(Cl)ccc2n1	-2	22	20	17	3	7.0	18	-1	13
Cc1nn(-c2ccccc2)c(N2CCCC2)c1/C=C1\N=C(c2ccccc2)OC1=O	-5	36	1	20	-5	0.9	17	4	12
O=C(NNC(=O)c1ccccc1)C(=O)N1CCCCC1	0	-3	6	19	-4	-1.2	11	-1	-5
CN1CCN(C(=O)/C=C/c2cccc(Cl)c2)CC1	26	19	-13	4	46*	0.6	21	-1	-2
NS(=O)(=O)c1ccc(NC(=O)c2ccc3c(c2)CCN3S(=O)(=O)c2ccccc2)cc1	2	19	9	7	0	-1.0	-7	-4	-5
Cc1ccc(S(=O)(=O)N2CCCCC2)cc1NC(=O)c1ccc(Br)o1	-4	18	-17	11	-6	-2.5	31	0	0
CCOc1ccc2oc(C(=O)OCC(=O)NC3CCCCC3)c(C)c2c1	-5	2	18	14	8	-1.9	16	-1	0
COc1ccc(S(=O)(=O)N2CCN(C(=O)/C=C/c3ccco3)CC2)cc1	-2	10	14	5	24	5.9	2	-4	1
COc1cc(C(=O)NCc2nnc(SCC(=O)N3CCCC3)o2)cc(OC)c1OC	-1	4	3	25	0	-0.3	6	-6	5
O=C(CSc1nnnn1C1CC1)N1CCN(c2cccc(Cl)c2)CC1	0	8	-7	8	9	-0.2	19	2	1
CCC(CC)C(=O)Nc1ccc(C)cc1O	-3	5	-3	1	-13	0.1	-5	2	7
CCOC(=O)c1[nH]c(C)c(C(=O)OCc2ccccc2F)c1C	5	-2	36	-54	10	2.2	14	5	1
C=CCC[C@@H](Cc1ccc(F)cc1)C(=O)OC[C@@H](NC(=O)[C@H](CC=C)CC(=O)N(CCO)Cc1ccccc1)c1ccccc1	-1	23	32	0	6	-0.1	26	1	29
COCCN(C(=O)C1CC(=O)N(Cc2ccc(C)cc2)C1)c1c(N)n(CC(C)C)c(=O)[nH]c1=O (stereo unspecified)	1	-1	13	6	0	0.9	7	-2	-8
CCN(CC)CCn1c2c(c(SCC(=O)Nc3ccc4c(c3)OCCO4)nc1=O)CCC2	0	12	36	9	2	-0.6	-14	2	-5

Random excerpt: 2 entries already listed, in no set order.
SMILES	APJ ag	CCR6 antag	Mdm2 MdmX PPI	APJ antag	EBI2 antag	UPR CHOP act	tim23-1 inh	XBP1 UPR activ	CXCR6 block
CCOC(=O)C1=C(C)Nc2nc(=S)[nH]n2C1c1ccc(Cl)cc1 (stereo unspecified)	3	4	-22	-10	-11	-1.4	44	1	-6
CCn1c(=O)n(CC)c2cc(S(=O)(=O)Nc3cc(C)cc(C)c3C#N)ccc21	-1	6	-8	16	0	1.3	32	-3	-13

Among those listed so far, six have a Cl atom:
SMILES	APJ ag	CCR6 antag	Mdm2 MdmX PPI	APJ antag	EBI2 antag	UPR CHOP act	tim23-1 inh	XBP1 UPR activ	CXCR6 block
O=P(O)(c1ccc(Cl)cc1)c1ccc(Cl)cc1	-1	7	10	7	3	-0.5	-3	-3	-6
NC(=O)c1cc(C(N)=O)nc(Cl)n1	1	-6	-18	13	-10	0.1	5	-7	-6
CCOC(=O)C1=C(C)Nc2nc(=S)[nH]n2C1c1ccc(Cl)cc1 (stereo unspecified)	3	4	-22	-10	-11	-1.4	44	1	-6
O=C(CCl)NNc1nc(-c2ccccc2)c2cc(Cl)ccc2n1	-2	22	20	17	3	7.0	18	-1	13
CN1CCN(C(=O)/C=C/c2cccc(Cl)c2)CC1	26	19	-13	4	46*	0.6	21	-1	-2
O=C(CSc1nnnn1C1CC1)N1CCN(c2cccc(Cl)c2)CC1	0	8	-7	8	9	-0.2	19	2	1

Additional entries follow.
SMILES	APJ ag	CCR6 antag	Mdm2 MdmX PPI	APJ antag	EBI2 antag	UPR CHOP act	tim23-1 inh	XBP1 UPR activ	CXCR6 block
C#CCN(CC=C)C(=O)c1cccc(OC2CCN(S(C)(=O)=O)CC2)c1	-2	0	-13	12	-8	0.9	-29	-2	-2
CC(=O)NC(C)C(=O)OCC(=O)c1ccc(-c2ccccc2)cc1 (stereo unspecified)	-7	8	13	27	2	6.1	10	-1	1
O=C(COc1ccc(C(=O)NCCc2ccccc2)cc1)Nc1ccccc1	-1	4	-21	-9	-2	0.1	6	-3	-3
CC1c2[nH]c3ccccc3c2C[C@H]2C(=O)N(CCCO)CC(=O)N12 (stereo partly specified)	0	-3	-13	-17	6	1.2	14	-3	3
COc1cccc(NC(=O)COC(=O)c2ccccc2C(=O)N2CCN(c3ccccc3)CC2)c1	0	5	12	-4	0	-0.8	16	-2	-4
COc1ccc(-c2c[n+]3c(n2-c2ccccc2)SCC3)cc1	-5	-3	41	10	2	-0.2	-8	0	7
CCOC(=O)C1=C(O)C(=O)N(CCCn2ccnc2)C1c1ccc(C)cc1 (stereo unspecified)	0	8	-1	17	2	0.6	4	0	-19
Cc1ccc(C(=O)NCCc2nnc3ccc(N4CCCC4)nn23)cc1	-4	-1	4	6	0	-1.1	1	-4	-3
Fc1ccccc1-c1nnc2ccc3ccccc3n12	-2	0	33	13	-1	3.0	17	-1	1
CN(C)c1ccc(NC(=S)c2ccc3ccccc3n2)cc1	-5	17	-119	30	10	6.1	16	-3	9
CCCn1c(SCC(=O)c2cc(C)c(C)cc2C)n[nH]c1=O	-2	14	-1	6	-8	-1.1	24	0	-8
COc1ccccc1NC(=O)c1ccc(NC(=O)Cc2n[nH]c(=O)c3ccccc23)cc1	-5	4	20	17	-13	2.3	-6	-2	0
COC(=O)c1sc(N)c(C(=O)OC)c1COC(=O)CCNS(=O)(=O)c1ccc(C)cc1	-1	1	9	14	11	-1.6	2	-2	-6
Cc1ccc(C(C(=O)NC2CCCC2)N(Cc2cccs2)C(=O)c2csnn2)o1 (stereo unspecified)	-1	14	14	3	0	0.6	16	3	7
Nc1cc(Cl)ccc1N1CCCC1	-3	16	21	1	5	1.1	0	2	-4
Cc1ccc(C(=O)C(OC(=O)COc2ccccc2C)c2ccccc2)cc1 (stereo unspecified)	1	20	6	-17	26	-2.0	16	-1	5
O=C(O)/C=C/C(=O)NC1CCCCCCCCCCC1	-5	-10	27	12	-20	-0.7	-1	-1	-5
CC(=O)NCc1ccc(S(=O)(=O)NC(C(=O)O)C(C)C)cc1 (stereo unspecified)	0	16	9	0	3	1.2	16	0	8
O=C(CSc1nnc(-c2ccco2)n1CC1CCCO1)c1ccc(F)cc1 (stereo unspecified)	3	6	17	16	5	0.0	25	-1	7
CC1CCC2C(C1)c1sc(=O)[nH]c1SC2(C)C (stereo unspecified)	-1	0	12	-1	8	1.3	24	0	-1
O=C(NC[C@@H]1CCCO1)c1cccc2c1C(=O)c1ccc(Cl)cc1S2(=O)=O	-1	0	-17	0	-32	1.8	10	-4	-2
CC1Cc2ccccc2N1C(=O)CN1C(=O)NC(C)(CCc2ccccc2)C1=O (stereo unspecified)	6	-1	20	11	1	2.1	1	-4	-16
COCCSc1ccccc1C(=O)NCC1CCCO1 (stereo unspecified)	5	-6	-16	-2	1	-0.7	16	-4	-7
O=S(=O)(C(=CNc1ccccc1)S(=O)(=O)c1ccccc1)c1ccccc1	-1	10	8	6	9	-0.2	10	-2	5
NC(=Nc1ccc(Cl)cc1)c1ccccc1	-1	2	-14	-1	-7	-0.7	9	-1	3

EBI2 antag: what is marked active above.
| compound | APJ ag | CCR6 antag | Mdm2 MdmX PPI | APJ antag | EBI2 antag | CXCR6 block |
| --- | --- | --- | --- | --- | --- | --- |
| CN1CCN(C(=O)/C=C/c2cccc(Cl)c2)CC1 | 26 | 19 | -13 | 4 | 46* | -2 |

The list continues.
SMILES	APJ ag	CCR6 antag	Mdm2 MdmX PPI	APJ antag	EBI2 antag	UPR CHOP act	tim23-1 inh	XBP1 UPR activ	CXCR6 block
COc1ccccc1N1CCN(C(=O)CCCN2C(=O)c3cccc4cccc(c34)C2=O)CC1	-3	-6	13	2	-12	-0.8	31	-3	14
CCN(CC)CC(=O)Nc1ccc([N+](=O)[O-])cc1	-1	7	4	5	11	4.1	-10	-2	-9
Cc1cccc(-c2nc(C)cc(=O)[nH]2)c1	-2	4	20	-2	-5	0.8	-2	-1	5
CSc1oc(-c2ccc(F)cc2)nc1S(=O)(=O)c1ccc(F)cc1	0	19	9	7	-2	-2.0	-10	9	-3
C/C(=N\NC(=O)c1cccc([N+](=O)[O-])c1)c1cccc(NC(=O)C2CC2)c1	-3	3	-16	-2	-14	1.1	1	1	4
CNC(=O)COC(=O)c1cc(SC)ccc1Cl	-4	3	12	-11	1	-0.3	7	2	-1
O=C(Nc1c(C(=O)NCc2ccco2)cnn1-c1ccccc1)c1cccc(F)c1	0	9	5	5	-10	-1.5	25	2	-1
CCCCCn1c(=N)c(S(=O)(=O)c2ccc(Br)cc2)cc2c(=O)n3cccc(C)c3nc21	-5	-7	29	0	24	11	13	2	-6
